p53 reactivation: re-activators of mutant p53. 320,000 tested, 0.063% active. H1299 p53-A138V BP100-luciferase reporter, luminescence, 24 h. AID 504706. Potency, µM (doses to about 92.2 µM), inactives show top-dose activity change, positive = activation, most hits filed as activators; also: % of control where 0% means no effect; nearly all actives have a fitted effect of over 45% in size
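H1299 (p53-null), stable ts p53-A138V + BP100-Luc; 1000 cells/well, Opti-MEM/10% FBS; cpd 4 pt, 1:5; 24 h, 37 deg C, 5% CO2; detection reagent 10 min RT; luminescence.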
BRCA1 expr up: BRCA1 expression activation. MCF7-BRCA1-FFLuc reporter, luminescence, 48 h; response scale: scaled: vehicle 0%, 10 µM genistein 100%. Potency, µM (top dose mostly 46.1 µM), for the others: at the top dose activation, usual class: activators. 380,000 tested, 1.1% active. AID 624202; also: nearly all actives have a fitted effect of over 80% in size; some results filed as inactive show a strong effect at the top dose
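MCF7 cells carrying a BRCA1-firefly luciferase reporter (2000 cells/well, phenol-red free MEM) were attached for 2 h at 37 °C, then given compounds for 48 h. Luminescence was read 15 min after luciferase reagent; activity normalized to genistein (10 microM) and DMSO.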
uPA generation: cell surface uPA generation inhibition | cell surface uPA generation assay, qHTS | Potency, µM (doses to about 38.3 µM), for the others: at the highest dose activity change, negative = inhibition, most hits filed as inhibitors | 330,000 tested, 0.31% active; active = well fitted inhibition curve with a large enough effect; inconclusive = small, poorly fitted or top-dose-only effect; inactive = no such curve, though single readings can be large or run the other way; tested in mouse RAW 264.7 cells; also: % is scaled to controls: 0 for no effect and ±100 for the full control effect; nearly all actives have a fitted effect of over 55% in size
RORgamma inh: ROR gamma (mouse) transcription inhibition | Drosophila S2 Gal4-RORgamma UAS-luciferase reporter, 20 h | AID 2551 | P51450 | Potency, µM (doses to about 53.6 µM), without a hit: top-dose activity change, negative = inhibition, hits mostly inhibitors | 310,000 tested, 5.4% active; also: % is scaled to controls: 0 for no effect and ±100 for the full control effect; nearly all actives have a fitted effect of over 60% in size
Target sequence (P51450 whole entry, looked up, the tested form may be a part): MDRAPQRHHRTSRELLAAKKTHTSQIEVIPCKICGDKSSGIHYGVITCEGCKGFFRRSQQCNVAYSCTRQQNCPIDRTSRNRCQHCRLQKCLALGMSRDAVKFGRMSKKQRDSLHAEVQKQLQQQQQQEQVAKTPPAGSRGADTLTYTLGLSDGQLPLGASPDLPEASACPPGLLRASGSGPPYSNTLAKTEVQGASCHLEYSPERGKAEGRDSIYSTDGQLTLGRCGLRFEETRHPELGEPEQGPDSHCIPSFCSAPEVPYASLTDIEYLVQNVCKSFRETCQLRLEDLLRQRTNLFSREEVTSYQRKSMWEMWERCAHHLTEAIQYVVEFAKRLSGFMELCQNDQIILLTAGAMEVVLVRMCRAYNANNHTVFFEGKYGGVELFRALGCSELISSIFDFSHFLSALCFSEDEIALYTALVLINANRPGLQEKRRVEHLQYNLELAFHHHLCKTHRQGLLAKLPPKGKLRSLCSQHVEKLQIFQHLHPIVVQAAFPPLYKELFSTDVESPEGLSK
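Stably transfected Drosophila Schneider cells are the test system, with ROR gamma fused to Gal4 and luciferase under UAS control; luminescence is read after 20 hr of 700 uM copper sulfate induction at ambient temperature.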
Rab9 promoter act: Rab9 promoter activation. Huh7 Rab9 promoter-luciferase reporter, luminescence, 24 h. Potency, µM (series often up to 9.22 µM), inactives show at the top dose activation, negative = inhibition, hits mostly activators. 320,000 tested, 2.8% active. AID 485297; also: % of control where 0% means no effect; nearly all actives have a fitted effect of over 60% in size
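Using Huh7 cells stably transfected with Rab9 promoter–luciferase, compounds were incubated 24 h at 37 °C, 5% CO2; luciferase luminescence was read 10 min after reagent addition.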
MBNL1 CUG block: blocks human MBNL1 binding to CUG repeat RNA; Q9NR56; TR-FRET MBNL1-His/biotin-(CUG)12 binding, 665/545 ratio; Potency, µM (top dose mostly 57.5 µM), for inactives: at the top dose activity change, negative = inhibition, usual class: inhibitors; 280,000 tested, 0.036% active; active = well fitted inhibition curve with a large enough effect in the signal ratio, with a control signal flat, not every such curve was filed as active; inconclusive = small, poorly fitted or top-dose-only effect, or effect the other way, or a change in a side signal; inactive = no such curve, though single readings can be large or run the other way; the % refers to the signal ratio; also: % is scaled to controls: 0 for no effect and ±100 for the full control effect
Target sequence (Q9NR56 whole entry, looked up): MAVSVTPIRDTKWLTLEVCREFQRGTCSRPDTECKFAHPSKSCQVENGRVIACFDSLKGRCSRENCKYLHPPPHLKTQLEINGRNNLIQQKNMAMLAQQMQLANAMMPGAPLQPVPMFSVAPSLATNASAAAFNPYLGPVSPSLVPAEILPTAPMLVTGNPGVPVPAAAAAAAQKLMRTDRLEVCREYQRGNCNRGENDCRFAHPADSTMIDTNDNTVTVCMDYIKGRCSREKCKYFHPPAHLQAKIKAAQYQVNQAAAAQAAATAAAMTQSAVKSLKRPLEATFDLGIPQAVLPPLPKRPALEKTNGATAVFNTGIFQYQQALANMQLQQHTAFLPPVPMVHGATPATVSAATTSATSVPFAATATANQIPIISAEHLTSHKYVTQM
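Compounds (final 92 nM to 58 uM) are added to His-tagged MBNL1 and biotin-(CUG)12, then terbium anti-His antibody and streptavidin-XL665 (5 nM final). After 60 min at room temperature, the 665/545 nm ratio is read.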
Gal4-VP16 FLuc: counter-screen for ROR gamma inhibitors: Gal4-VP16 reporter. Drosophila S2 Gal4-VP16 UAS-luciferase, luminescence, 20 h. 310,000 tested, 3.5% active. AID 2546. Potency, µM (doses to about 53.6 µM), for the others: at the highest dose activity, negative = inhibition, actives largely listed as inhibitors;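 also: Gal4-VP16 expression switched on by copper sulfate through the metallothionein promoter; % is scaled to controls: 0 for no effect and ±100 for the full control effect; nearly all actives have a fitted effect of over 50% in size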
NPC1 promoter act: NPC1 promoter activation. Huh7 NPC1 promoter luciferase reporter, 24 h. Potency, µM (doses to about 9.22 µM), for the others: at the top dose activation, usual class: activators. 320,000 tested, 2.4% active. AID 485313;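 also: % of control where 0% means no effect; nearly all actives have a fitted effect of over 60% in size; reporter is driven by a mutant NPC1 promoter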
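In 1536-well qHTS, Huh7 cells harboring an NPC1 promoter–luciferase construct received compound for 24 h; activation was quantified by luminescence following luciferase reagent addition.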
ELG1 genotox: inducers of genotoxicity in HEK293T ELG1-luciferase cells | HEK293T ELG1-luciferase reporter, luminescence, 16 h | Potency, µM (highest dose often 46 µM), without a hit: top-dose activity change, positive = activation, actives largely listed as activators | 330,000 tested, 1.3% active; also: % of control where 0% means no effect; nearly all actives have a fitted effect of over 60% in size
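Cells (2,000/well) expressing the ELG1-luciferase fusion are dosed by pin tool and kept 16 hr at 37 °C, 5% CO2. Signal comes from ONE-Glo luciferase reagent after 30 min at room temperature.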
FLuc counter: firefly luciferase modulation, counter-screen for miR-21 project; Potency, µM (top dose mostly 57.5 µM), without a hit: top-dose activity change, negative = inhibition, actives largely listed as inhibitors; 360,000 tested, 6.9% active; AID 588342; P08659; purified FLuc, Km substrates, luminescence inhibition;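 also: plate controls were vehicle for no effect and reference inhibitor for full effect; nearly all actives have a fitted effect of over 55% in size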
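Purified P. pyralis luciferase, 10 nM final, with Km-level 10 uM D-luciferin and 10 uM ATP in 50 mM Tris acetate pH 7.5, 10 mM Mg acetate, 0.01% Tween-20, 0.05% BSA; 6-point qHTS titration about 60 µM downward; luminescence read.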
* marks the source's active call; other numbers are inactive results; ? = inconclusive; nt = no result given; & = joins results of further samples; [ ] = another dose, or the depositor's remark. Unless noted, calls follow the shape of the dose curve; as a rule, active = well fitted curve in the direction sought with a large enough effect; inconclusive = small, poorly fitted or top-dose-only effect, or another doubt; inactive = no such curve, though single readings can be large; an effect the other way counts as inactive or inconclusive. Potency is read from the fitted curve at half-maximal effect.

Under each structure: BRCA1 expr up | Rab9 promoter act | uPA generation | NPC1 promoter act | p53 reactivation | ELG1 genotox | MBNL1 CUG block | FLuc counter | Gal4-VP16 FLuc | RORgamma inh
CCOC(=O)C1=C(O)C(Nc2nccs2)(C(F)(F)F)N=C1C (stereo not drawn)
  -5% | 3% | 1% | 0% | -1% | -2% | -1% | 1% | 0% | -2%
CCOC(=O)N1CCC(=C(C#N)C(=O)Nc2cc(OC)ccc2OC)CC1
  -2% | 4% | 5% | 2% | 3% | 3% | 4% | 1% | -25% | 1%
CCCCCNC(=O)[C@@H]1CSC2c3ccccc3C(=O)N21 (stereo partly drawn)
  0% | 5% | 7% | -1% | -1% | 1% | 1% | 1% | 0% | 4%
c1ccc2c(c1)[nH]c1nc(SCCN3CCOCC3)nnc12
  16% | 11% | 2% | 11% | 9% | -5% | ? | ? | nt | 6%[0.365 µM]
CCCc1c(C(=O)N/N=C/c2cccnc2)nnn1-c1nonc1N
  0% | -1% | -3% | 1% | -3% | -1% | 8% | -15% | -6% | 33%
CCn1c(=O)c(C2=NS(=O)(=O)c3ccccc3N2)c(O)c2ccccc21
  nt | 2% | nt | 0% | 8% | -2% | 3% | -6% | 2% | 8%[10 µM]
C[C@@H]1CN([C@H](C)CO)C(=O)c2cccc(NC(=O)Nc3ccc(C(F)(F)F)cc3)c2O[C@H]1CN(C)S(=O)(=O)c1cccs1
  -91%[inhibitor] | nt | -21% | nt | -3% | -8% | nt | nt | nt | nt
Cc1c(C(=O)Nc2ccccc2Cl)oc2ccc(S(=O)(=O)N3CCC4(CC3)OCCO4)cc12
  -32% | -6% | nt | -8% | -9% | 2% | 1% | 0% | -4% | -2%
CC(Oc1ccc(-c2ccccc2)c(F)c1)c1ccn(S(=O)(=O)c2ccc(Br)cc2)n1 (stereo not drawn)
  -31% | -2% | 3% | -1% | 13% | 4% | 10% | -1% | -2% | 27%
O=C(NCc1ccccc1)C1=C[C@@H](c2ccc(Br)cc2)C[C@@H](OCc2ccc(CO)cc2)O1
  -41% | 1% | ? | 1% | -5% | -7% | 5% | 2% | -8% | ?
COc1ccc2nc(NNC(=O)COc3ccccc3)sc2c1
  27% | 16% | 11% | 27% | -3% | 2% | -1% | -20% | -7% | 7.1µM*
COc1ccc(CCN(Cc2nc3ccccc3c(=O)[nH]2)C(=O)c2ccco2)cc1
  -15% | -1% | 1% | -2% | -6% | -5% | -1% | -3% | ? | 13µM*
O=[N+]([O-])c1cccc(-c2nnn(C34CC5CC(CC(C5)C3)C4)n2)c1
  66% | 24% | 7% | 22% | -1% | 4% | -3% | ? | 5% | 19%
COc1cc(NC(=O)Cn2cnc(S(=O)(=O)N3CCCCC3)c2)cc(OC)c1OC
  0% | 0% | 2% | 2% | 3% | 2% | -8% | 2% | -10% | -21%
O=C(CSCc1ccco1)NC1CCCC1
  42% | 15% | -16% | 8% | 27% | 4% | 14% | -5% | 16% | 3%
COCC(=O)N(Cc1cc2ccc(C)cc2[nH]c1=O)c1ccc(OC)cc1
  3% | -4% | -5% | -1% | -6% | 1% | 0% | 3% | -1% | -13%
C=CCNC(=O)NC(=O)COC(=O)/C(C#N)=C/c1cc(C)n(CCC(C)C)c1C
  -1% | -4% | 9% | -1% | 6% | 5% | -1% | -2% | -4% | -19%
C=CCc1cc(OC)ccc1OCCON1C(=O)CCC1=O
  -3% | 2% | 1% | -5% | 4% | -1% | -9% | -1% | 10% | 24%
O=c1c2c3c(sc2nc(NCCO)n1-c1ccccc1)CCCC3
  -56% | -1% | -15% | 12% | -3% | 0% | -6% | ? | -3% | 36%
CC(C)(C)C(=O)Nc1nnc(SCc2ccc(F)cc2)s1
  11%[1.84 µM] | 18% | 0% | 17% | 8% | ? | -13% | ? | -2% | ?
O=C(C1CCN(S(=O)(=O)c2cccs2)CC1)N1CCCCCC1
  11% | 0% | nt | 6% | 7% | 8% | -3% | -1% | 20% | 43%
COc1ccccc1C(=O)Nc1ccc(-c2nnn(CC(=O)N3CCOCC3)n2)cc1
  61% | 0% | -2% | -3% | 13% | 10% | -2% | ? | -1% | -25%
CS(=O)(=O)c1ccc(C(=O)N2CCc3ccccc3C2)cc1
  -11% | 2% | 4% | -6% | 5% | 3% | -11% | 0% | 1% | -6%
CN(Cc1ccccn1)C(=O)C1CCC(=O)N(Cc2cccc(C(F)(F)F)c2)C1 (stereo not drawn)
  0% | -3% | 8% | -3% | 3% | 0% | 0% | -1% | 6% | 0%
CC1=C(C(=O)Nc2ccccc2)C(c2cc(CN3CCOCC3)cs2)C2=C(CCCC2=O)N1 (stereo not drawn)
  2% | 12% | 2% | 1% | 1% | 4% | 3% | -3% | -8% | 1%
COCCNC(=O)Cc1ccc(F)cc1
  18% | -1% | 6% | 1% | -5% | 2% | ? | -2% | -10% | 1%
CC(=O)c1cccc(NC(=O)C(C)OC(=O)CCN=C2NS(=O)(=O)c3ccccc32)c1 (stereo not drawn)
  20% | 6% | 2% | 5% | -3% | -4% | nt | 0% | nt | nt
COc1ccc(S(=O)(=O)Nc2cc(C)on2)cc1OC
  7% | 4% | 1% | -3% | 8% | 0% | -11% | 2% | 9% | -14%
Cc1ccc(NC(=O)c2nc(S(=O)(=O)Cc3ccccc3C)ncc2Cl)cc1C
  -29% | -16% | -3% | -24% | -35%[inhibitor] | -17% | -6% | 11µM* | 5µM* | ?
CC(C)(C)NC(=O)COC(=O)c1ccc(NC(=O)CC#N)cc1
  8% | -4% | -3% | -2% | 0% | -4% | -8% | 2% | 15% | 15%
COc1ccc(NC(=O)CN(C)CC(=O)Nc2ccccc2SC)cc1Cl
  -26% | -4% | 0% | -4% | -16% | 4% | -9% | 1% | -24% | -36%
COc1ccc(C(C)NC(=O)c2ccccc2Br)cc1OC (stereo not drawn)
  13% | 0% | -6% | 0% | 6% | 1% | -8% | 1% | 3% | 34%
O=C(O)c1ccc(CNc2ccccc2C(=O)O)cc1
  10% | -1% | -2% | 1% | -1% | 1% | -29% | 10% | -12% | -22%
CCN(CC)S(=O)(=O)c1ccc(O)c(C(=O)OCC(=O)NC23CC4CC(CC(C4)C2)C3)c1
  3% | nt | -6% | nt | 0% | 2% | nt | nt | nt | nt
O=[N+]([O-])c1ccc2nc(Cl)nc(-c3ccccc3)c2c1
  -14% | 6% | 1% | -5% | -1% | -7% | ? | 0% | 1% | -13%
Oc1ccc2ccccc2c1/C=N/c1nc2c(s1)CCCC2
  -41% | 0% | 2% | -4% | 7% | 0% | 10% | ? | ? | ?
O=C(NCc1ccc(Cl)cc1)c1ccccc1CCc1ccccc1
  -4% | 2% | -21% | -2% | 0% | -7% | -4% | 2% | 17% | 36%
CN(C)CCCN(CCCN(C)C)C(=S)Nc1ccc(S(=O)(=O)N2CCOCC2)cc1
  20% | -3% | 7% | 1% | -2% | 1% | -2% | 8% | 2% | 5%
O=C1NCCCC1C(=O)N1CCCCC1 (stereo not drawn)
  0% | 3% | 5% | -2% | -3% | 2% | 14% | 0% | 0% | -1%
COCCNC(=O)C12CC3CC(CC(Cl)(C3)C1)C2
  13% | 3% | -1% | -4% | 1% | 1% | -8% | 3% | -4% | 0%
Cc1nn(C)cc1CNC(=O)/C=C/c1cnn(C)c1
  -2% | 0% | 2% | 0% | -6% | 0% | 7% | 1% | -10% | -5%
CCn1c(C)[n+](CC)c2ccc(S(=O)(=O)N(C)C)cc21
  13% | 0% | -4% | -1% | -2% | 0% | 0% | 1% | -2% | -11%
CCc1nc(SCC(=O)Nc2ccc(C(=O)O)cc2)n[nH]1
  1% | 4% | 18% | -3% | 5% | 6% | -5% | 6% | 9% | -14%
CC(C)c1cccc(C(C)C)c1NC(=O)CNCc1ccccc1F
  -10% | -12% | -16% | 0% | -15% | -2% | nt | 1% | -4% | 40%
COCc1cc(C)nc(SCC(=O)Nc2cc3c(cc2C#N)OCO3)c1C#N
  -22% | -21% | 0% | -8% | -11% | -1% | 165%[activator] | 3% | -7% | -3%
O=C(CSc1nnc(Cc2ccccc2)o1)NCCN1C(=O)CSC1=O
  0% | -2% | 3% | 8% | -1% | -3% | 2% | 3% | -6% | -1%
OC(CCN1CCCCC1)(c1ccccc1)C1C[C@@H]2C=C[C@H]1C2 (stereo partly drawn)
  4% | -2% | 1% | -2% | 4% | 6% | nt | 0% | nt | nt
CCOC(=O)C(=O)Nc1nnc(Cc2ccc(OC)c(OC)c2)s1
  2% | -5% | 2% | -3% | 4% | -3% | 1% | -1% | -12% | 7%
O=C1CCCC(O)=C1C1C2=C(CCCC2=O)Oc2ccccc21 (stereo not drawn)
  -12% | 0% | -1% | -1% | 11% | ? | -7% | 1% | 8% | -28%
COc1cc2c3c(c1)c(N=NC(N)=S)c(O)n3C(C)(C)C=C2C
  -23% | -4% | -2% | -4% | -5% | 2% | nt | -1% | 4.5µM* | 2µM*
CCCN(CCC)S(=O)(=O)c1ccc(NC(=O)C2CCCO2)cc1 (stereo not drawn)
  -13% | -3% | 2% | -6% | -6% | 1% | 20% | -3% | 5% | ?
CCOCCCNC(=O)CN1C(=O)COc2ccc(S(=O)(=O)N3CCOCC3)cc21
  0%&3% | -4% | 5% | 0% | 12% | -2% | -5% | -1%&1% | -6% | -2%
N#Cc1ccc(C(c2nnnn2CCc2ccccc2)N2CCCCCC2)cc1 (stereo not drawn)
  -5% | -4% | 9% | -3% | -1% | -3% | 4% | 7% | 0% | 4%

Screens (PubChem)
